Screening data (PubChem)
SSB-PriA inh: blocks PriA binding to SSB C-terminal tail. AlphaScreen SSBct-PriA binding, biotinylated peptide. inhibition, % at 33 µM. actives 0.6% (n = 430,000). AID 1272365; in the data active means inhibition mostly above about 37%, no sharp cut-off; inactive means mostly below about 20%;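 further: plate controls were negative control peptide for no effect and reference peptide for full effect; strong numbers were not always called active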
Starred values were filed as active, the others as inactive; i = inactive; & = joins results of further samples.

mol	SSB-PriA inh
O=C(/C=C/c1ccccc1)Nc1nc(CN2CCc3ccccc3C2)cs1	3.0
CC(SCc1ccccc1)C(=O)NN=Cc1ccc2c(c1)OCO2 (stereo unspecified)	-2.2
COc1ccc(C(F)(F)F)cc1NC(=O)CCCn1nc(-c2ccc(C)cc2)ccc1=O	-5.0
Cc1ccc(NC(N)=Nc2nc(CSc3ccc(C)cc3)cc(=O)[nH]2)cc1	-0.1
CCn1c(COc2cccc3cccnc23)nnc1SCCc1ccccc1	7.0
COc1ccccc1N1C(=O)N(c2ccc(C)c(Cl)c2)C2CS(=O)(=O)CC21 (stereo unspecified)	-10.0
CSc1ncccc1C(=O)N1CCC(CNS(=O)(=O)c2ccc(Cl)s2)CC1	-3.0
Cc1ccc(S(=O)(=O)Nc2cccc(-c3ccc4nnc(-c5cccnc5)n4n3)c2)s1	15.0
COc1ccc(-c2ccc(N3CCN(C(=O)C(C)C)CC3)nn2)cc1OC	1.0
C=CCn1c(SCC(=O)c2cc(C)n(-c3ccc(C)c(C)c3)c2C)nc2scc(-c3ccc(F)cc3)c2c1=O	8.0
Clc1cccc(C(Cc2nc3ccccc3[nH]2)=NNc2ccccc2)c1	12.5
COc1ccc(NC(=O)Cc2csc(NC(=O)c3ccco3)n2)cc1Cl	-8.0
CC1Oc2ccccc2OC1C(=O)Nc1ccccc1Cc1nc(-c2cccs2)no1 (stereo unspecified)	-3.0
CN(C)C(CNS(=O)(=O)c1ccccc1[N+](=O)[O-])c1ccco1 (stereo unspecified)	2.0
O=C(Nc1cnc(-n2ccnc2)nc1)Nc1ccc2c(c1)OCCO2	6.0
CCOC(=O)c1c(NC(=O)c2cc(S(=O)(=O)N3CCOCC3)ccc2OC)sc2c1CCC2	-12.0
COc1ccc(CCNC(=O)[C@H]2CCc3nc[nH]c3C2)cc1	-6.0
S=c1[nH]nc(C2CCCCC2)n1N=C/C(Cl)=C\c1ccccc1	-4.1
COC(=O)C1CCN(C(=O)CCn2cnc3c(cnn3-c3ccc(F)cc3)c2=O)CC1	-8.0
O=C(COc1ccc(Cl)cc1)NCc1ccccc1-c1ccsc1	-26.0
COc1ccc(S(=O)(=O)NCc2ccnc(N3CCOCC3)n2)c(C)c1C	0.0
COc1ccccc1OCC(=O)Nc1ccc2c(c1)OCC(C)(C)C(=O)N2	10.0
COc1cc(NC(=O)c2cn(C)nc2C)cc(OC)c1OC	-6.0
ClCc1ccc(OCc2ccccc2)cc1	13.0
CN(C)C=Nc1sc2c(c1C#N)CCCCC2	7.8
O=c1[nH]c(SC/C=C/c2ccccc2)nc2[nH]ncc12	-7.0
Cc1noc(C)c1C(=O)N1CC[C@H](Oc2ccc(N(C)C)nn2)C1	-19.0
CN(CCO)CC1COCCN1C(=O)COc1ccc(F)cc1 (stereo unspecified)	-8.0
CC(=O)Nc1ccc(Cn2cnc(C(=O)Nc3cc(C)cc(C)c3)c2)cc1	-7.0
CN(Cc1c(C(=O)NN=Cc2cccc(O)c2)nnn1-c1nonc1N)C1CCCCC1	-10.1
COC(=O)c1ccccc1NC=CC(=O)c1ccc(Br)cc1	-6.2
Cc1nc2ccccc2c(=O)n1N=Cc1ccccc1	-10.8
Cn1nc(CN(Cc2ccco2)S(=O)(=O)C2CC2)c2c1CCC2	-6.0
NCC(O)COCC1COc2ccccc2O1 (stereo unspecified)	-17.0
O=C(Nc1c(C(=O)Nc2ccc3c(c2)OCCO3)oc2ccccc12)c1cc([N+](=O)[O-])ccc1Cl	0.0
Cc1cc(C)c(C)c(S(=O)(=O)N2CCN(c3ccc(Cl)c(Cl)c3)CC2)c1C	-20.0
Cn1c2ccccc2c2ccc(C3C=NNC3=O)cc21 (stereo unspecified)	1.0
Cc1ccc(Cl)c2sc(N(Cc3cccnc3)C(=O)COc3ccccc3F)nc12	-12.0
CS(=O)(=O)N1C2CCC1CC(NC(=O)Cn1cccc1)C2 (stereo unspecified)	1.0
CSc1ccccc1NC(=O)c1cc2nc(C)ccc2o1	-10.0
CN1CCc2cc(C(CNC(=O)NC(C)(C)C)N3CCCCC3)ccc21 (stereo unspecified)	-1.0
COc1ccc(OCc2cc(C=NNC(=O)c3ccccc3)ccc2OC)cc1	1.1
COCCn1c(NC(=O)Nc2ccc3c(c2)OCO3)c2ccccc2nc1=O	7.0
CC(C)c1ccc(OCC(=O)Nc2ccc(S(N)(=O)=O)cc2)cc1	1.0
CSc1ccc(C=NNC(=O)c2ccccc2Cl)cc1	1.2
COC(=O)c1ccc(COc2ccc(C=NO)cc2OC)o1	2.9
CCCCOC(=O)c1ccc(NC(=O)Cc2cc(-c3cccs3)on2)cc1	-6.0
COc1ccc(C)cc1-n1c(SCC(=O)N2CCN(c3ccccc3)CC2)nc2c([nH]c3ccccc32)c1=O	-11.0
Cc1noc(C)c1S(=O)(=O)NCc1cc(C2CC2)n(C)n1	4.0
Cc1cccc(OC2CCN(C(=O)CCC(=O)c3ccc(Cl)cc3)CC2)n1	-3.0

Further entries.
mol	SSB-PriA inh
O=C(Nc1ccccc1-c1nc2ccccc2s1)c1cc(Cl)ccc1[N+](=O)[O-]	6.0
Nc1cc(-n2cncn2)ncn1	-20.0
Cc1noc(-c2ccc(NC(=O)c3ccc(Cl)cc3Cl)cc2)n1	-6.0
CC(C)N1CCNC(=O)C1CC(=O)O (stereo unspecified)	-5.0
O=C(c1cc2ccccc2s1)N1CCC2(CC1)OCCS2	-4.0
CC(=NNC(=O)Cn1c(-c2ccccn2)nc2ccccc21)c1ccccc1	-2.5
O=C(CSc1ccc(NC(=O)c2cccc(F)c2)nn1)NCc1ccco1	0.0&3.0
COc1ccc(C=NNC(=O)c2cccc(C(F)(F)F)c2)cc1	-6.3
CN1CCOc2ccc(NC(=O)COc3ccccc3F)cc2C1=O	-12.0
COC(=O)c1ccc(-n2c(C)cc(C=NNc3nc(C)cc(=O)[nH]3)c2C)cc1	2.3
Cc1nc2ccc(NS(=O)(=O)c3ccc(C(F)(F)F)cc3)cc2c(=O)n1-c1ccc(F)cc1	0.0
Cc1nc(-c2ccc(S(=O)(=O)NCC(C)(O)c3cc4ccccc4s3)cc2)co1 (stereo unspecified)	4.0
COc1cccc(-c2csc(-n3nc(C)cc3NC(=O)/C=C/c3ccc(OC)c(OC)c3)n2)c1	-16.0
Cc1cc(C)cc(Oc2coc3cc(OCC(O)Cn4nc(C)cc4C)ccc3c2=O)c1 (stereo unspecified)	-9.0&2.0
CC(=O)c1cccc(NC(=O)C2CN(C(C)=O)C2)c1	-16.0
Cc1ccc2oc(C(=O)NCCn3c(C)cc4ccccc43)cc2n1	13.0
CCOc1ccc(C(=O)NCC(c2ccc(F)cc2)N2CCOCC2)cc1OCC (stereo unspecified)	10.0
Cc1csc(NC(=O)CSc2ccccn2)n1	46.1
Cc1cc(C(=O)Nc2c3c(nn2-c2ccccc2)CCC3)nn1C	2.0
COc1ccc(S(=O)(=O)CCC(=O)N2CCNC(=O)C2(C)C)cc1	-9.0

Pulled one by one from the entries so far, 5 records:
mol	SSB-PriA inh
Cc1csc(NC(=O)CSc2ccccn2)n1	46.1
Cc1cc(C(=O)Nc2c3c(nn2-c2ccccc2)CCC3)nn1C	2.0
Cc1nc(-c2ccc(S(=O)(=O)NCC(C)(O)c3cc4ccccc4s3)cc2)co1 (stereo unspecified)	4.0
CC(=O)c1cccc(NC(=O)C2CN(C(C)=O)C2)c1	-16.0
COc1cccc(-c2csc(-n3nc(C)cc3NC(=O)/C=C/c3ccc(OC)c(OC)c3)n2)c1	-16.0

The list goes on.
mol	SSB-PriA inh
CC(C)CS(=O)(=O)C1CN(C(=O)CCS(=O)(=O)c2ccccc2)C1	-7.0
CCOC(=O)c1cn(-c2ccc(C)c(C)c2)nn1	-16.0
O=C(Nc1cc(N2CCOCC2)ncn1)[C@H]1CCCN(c2ccc(-c3ccco3)nn2)C1	0.0
O=C(Cn1cc(S(=O)(=O)c2ccccc2)c2ccccc21)NCC1CCCO1 (stereo unspecified)	-1.0&-6.0
O=C(Cc1cccs1)N1CCN(Cc2nc(C3CC3)cs2)CC1	-15.0
C(=NNc1nncc2ccccc12)c1ccccn1	51.0*
O=C(Nc1c2c(nn1-c1ccc([N+](=O)[O-])cc1)CSC2)c1ccccc1C(F)(F)F	-4.0
CSC[C@@](C)(O)CNC(=O)C(=O)Nc1cc2c3c(c1)CCC(=O)N3CCC2	-18.0
Cc1ccc(NC(=O)C(=O)NCC(=O)N2CCOC(c3ccccc3)C2)cc1F (stereo unspecified)	-16.0
O=C(C1CC(=O)N(c2ccc(Cl)cc2)C1)N1CCCC(c2nnc(-c3ccccc3F)s2)C1 (stereo unspecified)	-2.0
CCc1nnc(C2CCN(C(=O)COc3ccccc3)CC2)s1	-13.0&-12.0
CCCn1c(SCc2ccc(C(=O)OC)o2)nc2c(-c3ccccc3)cn(C)c2c1=O	-8.0
COc1ccc(C(=O)CC(SCCO)c2ccc(F)cc2)cc1OC (stereo unspecified)	-1.0
CC(C)(C)c1csc(CN2CCN(CC(=O)Nc3ccccc3F)CC2)n1	9.0
O=C(O)Cc1sc(N/N=C/c2ccncc2)nc1-c1ccccc1	i
Cn1nc(CNC(=O)C2(c3ccccc3)CCOCC2)c2c1CCCC2	-10.0
O=C(Cc1cn(Cc2ccccc2)c2ccccc12)Nc1nccs1	-13.0&1.0
O=C(c1cccc(Cl)c1)N1CCN(Cc2nc(-c3ccc(F)cc3)cs2)CC1	-8.0
CCc1cccc2sc(NC(=O)/C=C\c3ccccc3)nc12	2.0
CN(C)N=C/C=C1\CC/C(=C\c2ccc(F)c(F)c2)C1=O	-2.4
Cc1cccc(C)c1NC1=NC(=S)N(c2cccc(O)c2)C12CCC(C(C)(C)C)CC2 (stereo unspecified)	8.0
C/C=C\C(=O)Nc1cc(C)nn1-c1nc(-c2cccc(OC)c2)cs1	0.0
NC(=NNS(=O)(=O)c1ccccc1C(F)(F)F)c1ccccn1	-0.5
O=C(c1ccccc1F)N1CCN=C1SCc1cccc(C(F)(F)F)c1	-23.0
Cc1nc2ccccc2n1Cc1ccc(C(=O)NCc2ccc3c(c2)OCO3)o1	1.0
CCSc1nc(N2CCOCC2)c2cnn(CCNC(=O)c3cc(-c4cccs4)[nH]n3)c2n1	12.0
O=S(=O)(Nc1cccc(-c2nc3cccnc3s2)c1)c1ccc(Cl)s1	-13.0
O=C(NN=Cc1cccnc1)c1cc2c(ccc3ccccc32)o1	-7.7
Cc1ccc(C=NN2CCN(Cc3ccc(Cl)cc3)CC2)o1	5.4
CCOC(=O)C(C)Sc1nnc(NC(=O)Nc2ccccc2)s1 (stereo unspecified)	6.0
CC(=NNC(=O)c1nnn(-c2nonc2N)c1-c1cccs1)c1cccnc1	2.2
Clc1ccc(-c2csc(NN=Cc3ccc4c(c3)OCO4)n2)cc1	11.4
Cc1ccc(/C=C/S(=O)(=O)N2CCC(c3nnc(-c4ccsc4)o3)CC2)cc1	-10.0
O=C(Nc1nc(C23CC4CC(CC(Cl)(C4)C2)C3)cs1)c1cccc(Cl)c1	5.0
COc1ccc(CCNC(=O)C(=O)Nc2ccc3c(c2)CCCN3C(=O)c2cccs2)cc1	1.0
Cc1cc(C)n(-c2ccc(N3CCC[C@H](C(=O)Nc4ccccc4C(F)(F)F)C3)nn2)n1	8.0
c1cncc(CSc2cccc3cccnc23)c1	44.1
CN1C(=O)NC2(CCN(S(=O)(=O)c3cccnc3)CC2)C1=O	-5.0
O=C(Nc1ncc([N+](=O)[O-])s1)c1cccn(Cc2cccc(C(F)(F)F)c2)c1=O	-2.0
COc1ccc(S(=O)(=O)Nc2ccc3c(c2)OCC(C)(C)C(=O)N3C)cc1F	-19.0
CCOCC(=O)NCCn1ncc2c(=O)n(Cc3ccc(C)cc3)cnc21	-10.0
COc1ccc(-c2ccc3nnc(SCc4cccc(F)c4)n3n2)cc1	-8.0
Cc1cc(Cl)cc2sc(N(CCCN3CCOCC3)C(=O)c3cnccn3)nc12	6.0
CCOCCn1c(=NC(=O)/C=C/c2cccs2)sc2cc(NC(C)=O)ccc21	-4.0
COc1nn(C)cc1C(=O)N1CCC(Oc2ccc(C(F)(F)F)cn2)CC1	-6.0
O=C(Nc1ncccc1O)c1ccc(N2CCC(Cc3ccccc3)CC2)nn1	18.0
CCc1ccc(S(=O)(=O)N2CCCC(c3nnc(CC(C)(C)C)o3)C2)cc1 (stereo unspecified)	3.0
Cc1c(C(O)=C2C(=O)C(=O)N(CCCN(C)C)[C@H]2c2ccco2)cnn1-c1ccccc1	-19.0
CN(C)c1ccc(CCNC(=O)COc2ccc(Cl)cc2Cl)cc1	30.0
Cc1ccc(C(C)C)c(OC(=O)NC2(C(F)(F)F)Oc3ccc(Cl)cc3O2)c1 (stereo unspecified)	-11.0

Next section:
mol	SSB-PriA inh
Cc1ccc(/C=C/S(=O)(=O)N2CCN(c3ccc(-c4cccs4)nn3)CC2)cc1	-2.0
O=C(NCCN1CCO[C@H](c2ccccc2)C1)C1CC1	-15.0
COC(=O)N1CCc2ccc(NS(=O)(=O)c3cnn(C)c3)cc2C1	-2.0
O=C(NCc1cccs1)c1cn[nH]n1	-10.0
COc1cccc(-c2ccc3nnc(SCC(=O)c4ccc(Cl)cc4)n3n2)c1	-8.0
O=S(=O)(c1ccc2c(c1)CCCC2)N1CCC(N2CCC[C@@H]2CO)CC1	-2.0
O=C(CSc1nc2c(sc(=S)n2-c2ccc(Cl)cc2)c(=O)[nH]1)Nc1ccccc1F	10.0
COc1ccccc1CCNC(=O)Cn1cnc(-c2ccc(C)cc2)cc1=O	-5.0
O=C(NCCC(O)c1cccs1)C(=O)Nc1ccc2c(c1)OCO2 (stereo unspecified)	-5.0
C=CCn1c(=NC(=O)c2ccc(C(=O)OC)cc2)sc2cccc(OC)c21	-6.0

Only part of the results is shown; count on the stated rates, not on these rows.
